High-throughput results: PubChem BioAssay, National Center for Advancing Translational Sciences (NCATS)
MmCpn inh = inhibitors of Methanococcus maripaludis chaperonin (MmCpn); purified Mm-Cpn ATPase, ADP Transcreener TR-FRET; Potency, µM (doses to about 76.9 µM), without a hit: at the top dose activity, negative = inhibition, usual class: inhibitors; AID 504842; 330,000 compounds, 0.031% hits; also: potency is read from the fitted curve at half-maximal effect; % is scaled to controls: 0 for no effect and ±100 for the full control effect; nearly all actives have a fitted effect of over 80% in size
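ATPase read-out: TR-FRET ADP immunoassay (anti-ADP Eu cryptate vs ADP-d2), ex 320 nm, em 590/665 nm; signal drops as ADP forms. Enzyme 25 nM, ATP 10 uM, 30 min at 37°C after 10 min compound preincubation.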
EPAC2 antag = blocks human EPAC2 exchange factor | 360,000 compounds, 0.18% hits | EPAC2 GEF exchange of Rap1B-BODIPY-GDP, fluorescence | Q8WZA2 | Potency, µM (highest dose often 114 µM), for the others: at the top dose activity, negative = inhibition, actives largely listed as inhibitors; also: potency is read from the fitted curve at half-maximal effect; % is scaled to controls: 0 for no effect and ±100 for the full control effect; nearly all actives have a fitted effect of over 45% in size; many of its hits are not listed in these tables
CCT chaperon mod = cytosolic chaperonin activity modulation; AID 651819; purified chaperonin ATPase assay, HTRF ADP detection, 30 min; activity change, % (test concentration not listed), hits read low; 360,000 compounds, 0.3% hits; in the data active = activity change below about -30%; also: % is scaled to controls: 0 for no effect and ±100 for the full control effect
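Nucleotide hydrolysis assay: TRiC at 20–40 nM final (set by batch activity) with 10 uM ATP, 30 min at 37 °C, in presence of 76 uM compound. Detection by competitive ADP HTRF, 30 min ambient.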
PTHR1 agonist = PTHR1 (human) receptor agonism; AID 743266; HEK293 GP2 PTHR1 cells, GloSensor cAMP luminescence, 1 h; Q03431; Potency, µM (titrated, usually from 115 µM), without a hit: at the top dose activation, most hits filed as activators; 410,000 compounds, 0.075% hits; also: potency is read from the fitted curve at half-maximal effect; nearly all actives have a fitted effect of over 55% in size; some results filed as inactive show a strong effect at the top dose; inactives centre near -15; many of its hits are not listed in these tables
Target sequence (Q03431 whole entry, looked up): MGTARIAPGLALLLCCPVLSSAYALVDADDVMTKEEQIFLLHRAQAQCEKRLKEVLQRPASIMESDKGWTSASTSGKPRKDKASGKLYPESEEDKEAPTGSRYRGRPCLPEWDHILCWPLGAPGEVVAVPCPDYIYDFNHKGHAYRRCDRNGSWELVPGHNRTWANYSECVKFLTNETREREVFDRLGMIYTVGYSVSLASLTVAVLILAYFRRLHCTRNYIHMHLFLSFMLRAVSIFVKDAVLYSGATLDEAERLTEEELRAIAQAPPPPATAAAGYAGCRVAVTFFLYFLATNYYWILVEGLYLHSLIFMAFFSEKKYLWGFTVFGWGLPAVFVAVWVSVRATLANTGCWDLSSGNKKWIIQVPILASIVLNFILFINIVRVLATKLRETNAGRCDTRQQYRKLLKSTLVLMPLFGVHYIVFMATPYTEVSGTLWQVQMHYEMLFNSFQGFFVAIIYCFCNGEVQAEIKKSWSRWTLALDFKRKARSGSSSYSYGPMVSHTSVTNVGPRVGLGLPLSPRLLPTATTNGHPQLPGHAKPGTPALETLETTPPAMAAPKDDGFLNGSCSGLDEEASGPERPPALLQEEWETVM
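HEK-293-derived GP2 cells expressing PTHR1 and a GloSensor cAMP reporter, 3,000/well, plated overnight, given luciferin plus IBMX (each 0.5 mM as added) for 1 h at 37 °C, then compound for 1 h at 37 °C. Luminescence was read after 15 min at room temperature.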
EPAC2 agonist = agonists of human EPAC2 (RAPGEF4). Q8WZA2. EPAC2 activation, biochemical qHTS; response scale: 100% = 6.5 mM cAMP response. Potency, µM (series often up to 154 µM), for the others: top-dose activation, usual class: activators. 360,000 compounds, 0.079% hits; also: potency is read from the fitted curve at half-maximal effect; nearly all actives have a fitted effect of over 50% in size
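Fluorescence exchange assay: 100 nM EPAC2 with 250 nM RAP1B-BODIPY-GDP and 50 uM GDP; compounds tested as a concentration-titration series (qHTS). Loss of Rap1-bound BODIPY-GDP fluorescence read at 480/540 nm; data normalized to 6.5 mM cAMP.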
Akt phos inh = Akt phosphorylation inhibition; Neuro2A IGF-stimulated pAkt S473 HTRF, 20 min; hits give low values; activity change, % for hits at 50 µM; 360,000 compounds, 0.32% hits; AID 651550; in the data active = activity change below about -80%; inconclusive = mostly about -51% to -80%; also: % is scaled to controls: 0 for no effect and ±100 for the full control effect
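Single-point screen (50 µM final compound) in Neuro2A cells stimulated 20 min with 6 nM IGF at 37 deg C. After lysis, Ser473-phosphorylated Akt read by HTRF (ex 330 nm, em 615/665 nm) as the 665/615 ratio.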
DRD3 antagonist = blocks the human D3 dopamine receptor | max response, negative = inhibition, % | D3R cells, DiscoveRx beta-arrestin luminescence, antagonist mode; hits give low values | AID 652054 | 360,000 compounds, 2.5% hits | P35462; in the data active = max response below about -50%; inconclusive = no clear call, values can overlap the other calls; also: % is scaled to controls: 0 for no effect and ±100 for the full control effect; mostly tested at two doses, the higher about 12 µM
Target sequence (P35462 whole entry, looked up): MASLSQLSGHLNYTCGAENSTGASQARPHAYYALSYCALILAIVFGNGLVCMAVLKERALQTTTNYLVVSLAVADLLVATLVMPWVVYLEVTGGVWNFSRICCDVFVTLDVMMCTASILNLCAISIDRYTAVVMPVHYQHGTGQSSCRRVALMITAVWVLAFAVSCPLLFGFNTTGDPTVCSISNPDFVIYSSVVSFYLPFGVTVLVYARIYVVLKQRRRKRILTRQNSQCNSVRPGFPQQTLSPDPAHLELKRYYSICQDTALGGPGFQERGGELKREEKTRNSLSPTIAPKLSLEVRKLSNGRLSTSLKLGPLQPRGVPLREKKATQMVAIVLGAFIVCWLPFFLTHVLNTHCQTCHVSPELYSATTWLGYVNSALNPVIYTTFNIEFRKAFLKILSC
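Cells expressing the human receptor were seeded at 1500 cells/well, incubated overnight at 37 degrees C in 5% CO2, then exposed to library compounds with dopamine controls for 90 minutes at 37 degrees C before luminescent detection.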
D3 ag = agonists of human D3 dopamine receptor; max activation, %; P35462; 410,000 compounds, 0.58% hits; D3R DiscoveRx beta-arrestin cells, luminescence, 90 min; in the data active = max activation above about 30%; also: 0% is about no effect; mostly tested at two doses, the higher about 12 µM
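Agonist-mode cell screen: cells plated at 1500/well and incubated overnight at 37 °C, then exposed to library compounds for 90 min at 37 °C. Detection reagent was added for 30–60 min at room temperature, and luminescence was read.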
Numbers without * were called inactive; [ ] = another dose, or the depositor's remark. Unless noted, calls follow the shape of the dose curve; as a rule, active = well fitted curve in the direction sought with a large enough effect; inconclusive = small, poorly fitted or top-dose-only effect, or another doubt; inactive = no such curve, though single readings can be large; an effect the other way counts as inactive or inconclusive. These rows are one share of the data; count on the stated rates, not on these rows.

`CC(=O)Nc1ccc(OCCC[n+]2cccc(C(=O)[O-])c2)cc1` gave MmCpn inh 1%, EPAC2 antag 2%, CCT chaperon mod -1.9, PTHR1 agonist inactive, EPAC2 agonist 3%, Akt phos inh inactive, DRD3 antagonist 6 and D3 ag 6.
For CC(=O)c1ccc(NC(=O)Cn2cnc(S(=O)(=O)N3CCOCC3)c2)cc1 the results were MmCpn inh 1%, EPAC2 antag 0%, CCT chaperon mod 0.3, PTHR1 agonist -3%, EPAC2 agonist 2%, Akt phos inh inactive, DRD3 antagonist 7 and D3 ag -2.
For NCc1csc(Nc2cc(Oc3ccccc3)ncn2)n1 the results were EPAC2 antag 5%, CCT chaperon mod 0.3, PTHR1 agonist -13%, EPAC2 agonist 10%, Akt phos inh inactive, DRD3 antagonist 0 and D3 ag -6.
Screening O=C(NCCN1CCN(c2ccccc2)CC1)Nc1ccc(Cl)cc1 returned MmCpn inh 3%, EPAC2 antag 4%, CCT chaperon mod -1.0, PTHR1 agonist -18%, EPAC2 agonist 7%, Akt phos inh inactive, DRD3 antagonist -55* and D3 ag -24.
For COc1ccc(CC(=O)Oc2cc(C)[nH]c(=O)c2[N+](=O)[O-])cc1 the results were MmCpn inh 0%, EPAC2 antag 14%, CCT chaperon mod 0.3, PTHR1 agonist inactive, EPAC2 agonist -2%, Akt phos inh inactive, DRD3 antagonist 5 and D3 ag 5.
Cc1cccc(NC(=S)NC2CCSc3ccccc32)c1 (configuration not stated) was read as MmCpn inh -2%, EPAC2 antag -6%, CCT chaperon mod -2.2, PTHR1 agonist -82%[inhibitor], EPAC2 agonist 17%, Akt phos inh inactive, DRD3 antagonist -16 and D3 ag 5.
COc1ccc(CN2CCC(n3nccc3NC(=O)C3CC3)CC2)c(OC)c1OC was read as MmCpn inh 3%, EPAC2 antag 0%, CCT chaperon mod -0.2, PTHR1 agonist -6%, EPAC2 agonist 6%, Akt phos inh inactive, DRD3 antagonist 1 and D3 ag 6.
Screening COc1ccc(N(CC(=O)N2CCCCCC2)S(=O)(=O)c2ccccc2)cc1 returned MmCpn inh 0%, EPAC2 antag 2%, CCT chaperon mod -2.8, PTHR1 agonist -65%[inhibitor], EPAC2 agonist 6%, Akt phos inh inactive, DRD3 antagonist 5 and D3 ag 11.
`CCC(CC)NCc1ccc2c(c1)c1ccccc1n2CC` gave MmCpn inh -5%, EPAC2 antag 3%, CCT chaperon mod -1.5, PTHR1 agonist inactive, EPAC2 agonist 3%, Akt phos inh inactive, DRD3 antagonist 0 and D3 ag -7.
For CCc1nc2c(OCCOc3ccccc3)cccn2c1N(C)C(=O)c1cccs1 the results were EPAC2 antag -19%, CCT chaperon mod 0.0, PTHR1 agonist -7%, EPAC2 agonist 11%, Akt phos inh inactive, DRD3 antagonist -20 and D3 ag -9.

Overlap with the part before: three compounds, followed by the next part.
Screening COc1ccc(N(CC(=O)N2CCCCCC2)S(=O)(=O)c2ccccc2)cc1 returned MmCpn inh 0%, EPAC2 antag 2%, CCT chaperon mod -2.8, PTHR1 agonist -65%[inhibitor], EPAC2 agonist 6%, Akt phos inh inactive, DRD3 antagonist 5 and D3 ag 11.
`CCC(CC)NCc1ccc2c(c1)c1ccccc1n2CC` gave MmCpn inh -5%, EPAC2 antag 3%, CCT chaperon mod -1.5, PTHR1 agonist inactive, EPAC2 agonist 3%, Akt phos inh inactive, DRD3 antagonist 0 and D3 ag -7.
For CCc1nc2c(OCCOc3ccccc3)cccn2c1N(C)C(=O)c1cccs1 the results were EPAC2 antag -19%, CCT chaperon mod 0.0, PTHR1 agonist -7%, EPAC2 agonist 11%, Akt phos inh inactive, DRD3 antagonist -20 and D3 ag -9.
Screening COc1ccc(/C=C2\N=C(SC)SC2=O)cc1OC returned MmCpn inh 0%, EPAC2 antag 5%, CCT chaperon mod -8.9, PTHR1 agonist -10%, EPAC2 agonist -8%, Akt phos inh inactive, DRD3 antagonist 28 and D3 ag 1.
For Cc1ccc2cc(C)c(SCC(=O)Nc3cc(C)on3)nc2c1 the results were MmCpn inh -16%, EPAC2 antag 18%, CCT chaperon mod 0.3, PTHR1 agonist -2%, EPAC2 agonist 4%, Akt phos inh inactive, DRD3 antagonist 6 and D3 ag 4.
For Oc1c(Cl)cc(CN2CCOCC2)c2cccnc12 the results were MmCpn inh -2%, EPAC2 antag 17%, CCT chaperon mod 1.5, PTHR1 agonist -1%, EPAC2 agonist 13%, Akt phos inh inactive, DRD3 antagonist inconclusive and D3 ag -8.
CCOc1ccccc1NC(=O)CCC(=O)Nc1nnc(C2CCCCC2)s1 was read as MmCpn inh 0%, EPAC2 antag 0%, CCT chaperon mod 2.1, PTHR1 agonist inactive, EPAC2 agonist -11%, Akt phos inh inactive, DRD3 antagonist 6 and D3 ag -10.
COc1ccc(N=C2SCC(c3ccc(C)cc3)=NN2CCO)cc1 was read as MmCpn inh 0%, EPAC2 antag inconclusive, CCT chaperon mod -0.6, PTHR1 agonist inactive, EPAC2 agonist 7%, Akt phos inh inactive, DRD3 antagonist 9 and D3 ag -6.
Screening c1ccc(Cn2nnnc2C(c2cccs2)N2CCSCC2)cc1 (configuration not stated) returned MmCpn inh 1%, EPAC2 antag -1%, CCT chaperon mod 0.9, PTHR1 agonist inactive, EPAC2 agonist 20%, DRD3 antagonist -23 and D3 ag -18.
For COc1ccc(C(=O)CC(=O)C(=O)Nc2cc(OC)ccc2OC)cc1 the results were MmCpn inh 1%, EPAC2 antag -6%, CCT chaperon mod 0.8, PTHR1 agonist -4%, EPAC2 agonist -9%, Akt phos inh inactive, DRD3 antagonist -8 and D3 ag 2.
For O=C1CN(C(=O)c2ccc(Br)o2)C(c2ccccc2)c2cc(Cl)ccc2N1 (configuration not stated) the results were MmCpn inh -7%, EPAC2 antag -13%, CCT chaperon mod -3.6, PTHR1 agonist -38%[inhibitor], EPAC2 agonist 3%, Akt phos inh inactive, DRD3 antagonist 4 and D3 ag 12.
Cc1ccc2c(c1)[C@@H]1[C@H](CO2)[C@H](c2ccccc2)[C@]2(C)C(=O)N[C@H](C)C(=O)N12 was read as MmCpn inh -4%, EPAC2 antag 8%, CCT chaperon mod -1.7, PTHR1 agonist -22%, EPAC2 agonist -1%, Akt phos inh inactive, DRD3 antagonist -8 and D3 ag -25.
CCOC(=O)C1CCN(C(=O)c2ccccc2NS(=O)(=O)c2ccc(F)c(F)c2)CC1 was read as MmCpn inh 0%, EPAC2 antag -16%, CCT chaperon mod 1.6, PTHR1 agonist inactive, EPAC2 agonist -3%, Akt phos inh inactive, DRD3 antagonist 8 and D3 ag 4.
COc1ccc2cc(CN(Cc3ccco3)C(c3nnnn3C3CCCCC3)C(C)C)c(=O)[nH]c2c1 (configuration not stated) was read as MmCpn inh -2%, EPAC2 antag -4%, CCT chaperon mod -0.9, PTHR1 agonist inactive, EPAC2 agonist -2%, Akt phos inh inactive, DRD3 antagonist -19 and D3 ag -3.
For O=C(NC1CCCC1)c1sc(=S)n2c1[nH]c(=O)c1ccccc12 the results were MmCpn inh 1%, EPAC2 antag inconclusive, CCT chaperon mod 1.0, PTHR1 agonist -71%[inhibitor][57.5 µM], EPAC2 agonist -13%, Akt phos inh inactive, DRD3 antagonist 22 and D3 ag 1.
Screening C=CCS(=O)(=O)c1nc2ccccc2s1 returned MmCpn inh -1%, EPAC2 antag 7%, CCT chaperon mod 2.2, PTHR1 agonist -17%, EPAC2 agonist -3%, Akt phos inh inactive, DRD3 antagonist 35 and D3 ag -1.
Screening Nn1c(SCC(=O)Nc2ccc3c(c2)OCO3)nnc1C(F)(F)F returned MmCpn inh -12%, EPAC2 antag 8%, CCT chaperon mod -26, PTHR1 agonist inactive, EPAC2 agonist 7%, Akt phos inh inactive, DRD3 antagonist 6 and D3 ag 1.
Cc1cc(C(=O)OCC(=O)NC(C)C)c2ccccc2n1 was read as MmCpn inh 1%, EPAC2 antag 7%, CCT chaperon mod -0.7, PTHR1 agonist inactive, EPAC2 agonist -1%, Akt phos inh inactive, DRD3 antagonist 13 and D3 ag 9.
`O=C(C1=C[C@H](C2CCCCC2)C[C@H](OCCCCO)O1)N1CCOCC1` gave EPAC2 antag 9%, CCT chaperon mod -1.0, PTHR1 agonist inactive, EPAC2 agonist 4%, Akt phos inh inactive, DRD3 antagonist 20 and D3 ag 12.
Screening CCOc1ccc(-c2[nH]nc3c2C(c2cccnc2)C(C#N)=C(N)O3)cc1 (configuration not stated) returned MmCpn inh -4%, EPAC2 antag -4%, CCT chaperon mod -2.5, PTHR1 agonist -6%[57.5 µM], EPAC2 agonist -2%, Akt phos inh inactive, DRD3 antagonist -51* and D3 ag -1.
`Cc1ccc(Cn2ncc3c(N4CCOCC4)ncnc32)cc1` gave MmCpn inh 1%, EPAC2 antag 7%, CCT chaperon mod 0.3, PTHR1 agonist -34%[inhibitor], EPAC2 agonist 5%, DRD3 antagonist 16 and D3 ag -4.
COc1ccc(CNC(=O)C/C(C)=N/NC(=O)C(c2ccccc2)c2ccccc2)cc1 was read as MmCpn inh -3%, EPAC2 antag -5%, CCT chaperon mod 0.3, PTHR1 agonist inactive, EPAC2 agonist 7%, Akt phos inh inactive, DRD3 antagonist -13 and D3 ag -3.
Screening CC1CC(=O)C2=C(C1)Nc1ccccc1N=C2 (configuration not stated) returned MmCpn inh 1%, EPAC2 antag 2%, CCT chaperon mod -0.5, PTHR1 agonist -12%[57.5 µM], EPAC2 agonist 9%, Akt phos inh inactive, DRD3 antagonist -21 and D3 ag 7.
